Compound activity deposited in PubChem BioAssay by National Center for Advancing Translational Sciences (NCATS).
mIDH1 inhibitor = inhibitors of human mutant IDH1 R132H; AID 602179; actives 0.093% (n = 390,000); IDH1-R132H enzyme, NADPH consumption, diaphorase/resazurin fluorescence; Potency, µM (top dose mostly 76.6 µM), for inactives: at the top dose activity change, negative = inhibition, hits mostly inhibitors; also: potency is read from the fitted curve at half-maximal effect; % is scaled to controls: 0 for no effect and ±100 for the full control effect; nearly all actives have a fitted effect of over 65% in size
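IDH1-R132H (0.5 ug/mL) preincubated 30 min with compound, then NADPH (0.016 mM) and alpha-KG (2 mM) added; 80 min at RT, pH 7.5. Remaining NADPH coupled via diaphorase/resazurin to fluorescence (540/590 nm); concentration-response curves normalized to no-enzyme control.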
GRP78 ERSR act = ER stress response induction in glioma | U87-MG GRP78 promoter luciferase reporter, 16 h | actives 0.02% (n = 420,000) | Potency, µM, inactives show at the top dose activation, actives largely listed as activators; also: potency is read from the fitted curve at half-maximal effect; series mostly up to about 76 µM; % of control where 0% means no effect; nearly all actives have a fitted effect of over 35% in size
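Stably transfected U87-MG human glioma cells carrying a GRP78-based luminescent sensor were seeded at 1000 cells/well, pin-dosed with compounds and incubated 16 h. Luciferase reagent was then added, and end-point luminescence was read after 10 min at room temperature.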
Vif-A3F inh = inhibitors of Vif-A3F interaction | HeLa A3F-eYFP + Vif (tagged APOBEC3F with the HIV-1 protein that degrades it), YFP fluorescence increase | Potency, µM (top dose mostly 46.1 µM), inactives show at the top dose activity, negative = active | actives 0.2% (n = 390,000) | AID 602313; also: potency is read from the fitted curve at half-maximal effect; % of control where 0% means no effect; nearly all actives have a fitted effect of over 65% in size
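HeLa cells stably expressing A3F-eYFP plus Vif, plated and incubated overnight at 37 deg C, then exposed to compounds overnight at 37 deg C. Blocked degradation read as raised yellow fluorescence (Ex 488/Em 500-530).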
USP1-UAF1 inh = USP1/UAF1 (human) deubiquitinase inhibition; recombinant USP1/UAF1, Ub-Rhodamine cleavage fluorescence; Potency, µM (doses to about 57.1 µM), inactives show at the highest dose activity change, negative = inhibition, most hits filed as inhibitors; actives 0.23% (n = 390,000); AID 743255; also: potency is read from the fitted curve at half-maximal effect; % is scaled to controls: 0 for no effect and ±100 for the full control effect; nearly all actives have a fitted effect of over 60% in size; inactives centre near -12
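USP1/UAF1 complex at 1 nM was preincubated with compound for 15 min at room temperature, then Ub-Rho substrate (150nM final) was added. Fluorescence (480/540 nm) was read kinetically, 6 reads every 60 seconds.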
RXFP1 agonist = activates the human relaxin receptor RXFP1; Q9HBX9; HEK293T-RXFP1 cAMP TR-FRET, 30 min; response scale: percent of porcine relaxin response, buffer zero; Potency, µM (top dose mostly 57.5 µM), without a hit: top-dose activation, most hits filed as activators; actives 0.3% (n = 370,000); AID 2676; also: potency is read from the fitted curve at half-maximal effect; % is scaled to controls: 0 for no effect and ±100 for the full control effect; nearly all actives have a fitted effect of over 60% in size; many of its hits are not listed in these tables
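cAMP rise read by TR-FRET after 30 min, 37C compound exposure (up to 58 uM) in RXFP1-transfected HEK293 cells with Ro 20174 present. EC50 from Hill-equation fits, with 29 nM porcine relaxin as 100% and buffer as basal.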
LDHA block = inhibitors of human lactate dehydrogenase A; purified LDHA, NADH/diaphorase-resazurin fluorescence; hits give low values; activity change, % (values are at about 110 or 230 µM); actives 0.15% (n = 480,000); AID 1347041; in the data active = activity change below about -30%; inconclusive = mostly about -25% to -30%;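 also: plate controls were DMSO wells for no effect and wells without enzyme for full effect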
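Enzyme activity of human lactate dehydrogenase 5 (2 nM; 0.06 mM NADH, 0.2 mM pyruvate, 5 min, RT) is measured via a resazurin/diaphorase fluorescence readout of residual NADH.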
Vif-A3G inh = blocks the Vif interaction with human APOBEC3G | Q9HC16 | HeLa A3G-eYFP + Vif (tagged APOBEC3G with the HIV-1 protein that degrades it), YFP fluorescence, overnight | Potency, µM (top dose mostly 46.1 µM), for inactives: at the highest dose activity, negative = active, most hits filed as inhibitors | actives 0.076% (n = 410,000);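 also: potency is read from the fitted curve at half-maximal effect; % is scaled to controls: 0 for no effect and ±100 for the full control effect; nearly all actives have a fitted effect of over 60% in size; hits raise eYFP signal because A3G escapes Vif-driven loss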
Target sequence (Q9HC16 whole entry, looked up): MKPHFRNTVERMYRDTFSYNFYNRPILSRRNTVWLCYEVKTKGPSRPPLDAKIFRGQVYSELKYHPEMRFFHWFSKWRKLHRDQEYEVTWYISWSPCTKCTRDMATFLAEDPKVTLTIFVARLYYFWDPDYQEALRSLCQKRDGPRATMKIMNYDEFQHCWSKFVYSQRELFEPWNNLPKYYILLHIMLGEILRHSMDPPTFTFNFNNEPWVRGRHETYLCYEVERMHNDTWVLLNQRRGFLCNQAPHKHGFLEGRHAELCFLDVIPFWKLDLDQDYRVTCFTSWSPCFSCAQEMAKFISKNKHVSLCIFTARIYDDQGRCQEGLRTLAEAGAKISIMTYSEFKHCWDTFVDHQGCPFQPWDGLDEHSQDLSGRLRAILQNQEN
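HeLa cells stably expressing Vif and C-terminally eYFP-tagged A3G, seeded overnight at 37 deg C, then exposed to compound by pintool overnight at 37 deg C. Rise in yellow fluorescence (Ex 488/Em 500-530, Acumen) marks blocked Vif-driven A3G degradation.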
PI4K2A block = inhibitors of human PI4K2A; activity change, negative = inhibition, % at 76.9 µM; AID 1346378; purified PI4K2A, ADP-Glo luminescence, 1 h; hits give low values; actives 0.13% (n = 420,000); Q9BTU6; in the data active = activity change below about -50%; inconclusive = mostly about -30% to -49%;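 also: -100% = wells without enzyme as full effect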
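In this quantitative HTS, ADP production by PI4K2A was quantified luminescently after 1 h at ambient temperature; 100 microM adenosine served as plate-quality control.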
TrxR1 substrate = substrates of rat thioredoxin reductase 1 | O89049 | purified TrxR1 substrate turnover, NADPH consumption readout | Potency, µM (highest dose often 114 µM), inactives show top-dose activity change, negative = substrate turnover | actives 0.01% (n = 390,000) | AID 588456; also: potency is read from the fitted curve at half-maximal effect; % is scaled to controls: 0 for no effect and ±100 for the full control effect; nearly all actives have a fitted effect of over 50% in size
Target sequence (O89049 whole entry, looked up): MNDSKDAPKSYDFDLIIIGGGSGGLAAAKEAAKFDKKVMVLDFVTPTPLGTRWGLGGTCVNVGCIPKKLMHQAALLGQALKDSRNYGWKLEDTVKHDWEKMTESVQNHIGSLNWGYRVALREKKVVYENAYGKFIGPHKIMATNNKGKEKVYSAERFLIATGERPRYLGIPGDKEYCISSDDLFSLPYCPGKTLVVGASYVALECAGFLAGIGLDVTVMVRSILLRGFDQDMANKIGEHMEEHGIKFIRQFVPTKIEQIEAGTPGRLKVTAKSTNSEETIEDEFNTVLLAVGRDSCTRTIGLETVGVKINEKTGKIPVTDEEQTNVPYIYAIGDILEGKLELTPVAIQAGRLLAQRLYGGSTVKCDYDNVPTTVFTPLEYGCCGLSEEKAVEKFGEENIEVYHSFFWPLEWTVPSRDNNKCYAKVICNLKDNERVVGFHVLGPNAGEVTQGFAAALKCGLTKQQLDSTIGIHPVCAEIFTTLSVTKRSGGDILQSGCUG
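Rat TrxR1, dispensed at 90 nM, was prereduced with 400 uM NADPH (final) for 5 min at ~22 deg C, then incubated with compound 15 min before 400 uM selenite. A first-read NADPH fluorescence drop versus no-compound background flagged substrates.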
Active calls of the source: *; ? = inconclusive; . = not tested or not shown; [ ] = remark or other dose. Unless noted, calls follow the shape of the dose curve; as a rule, active = well fitted curve in the direction sought with a large enough effect; inconclusive = small, poorly fitted or top-dose-only effect, or another doubt; inactive = no such curve, though single readings can be large; an effect the other way counts as inactive or inconclusive.

SMILES	mIDH1 inhibitor	GRP78 ERSR act	Vif-A3F inh	USP1-UAF1 inh	RXFP1 agonist	LDHA block	Vif-A3G inh	PI4K2A block	TrxR1 substrate
CC(C)OCCCNC(=O)[C@H]1N2C(=O)c3ccccc3C2SC1(C)C (some centres undefined)	0%	3%	3%	?	6.6%	-8	1%	3	10%[57.1 µM]
Brc1ccc(Br)c2cnccc12	2%	-2%	3%	-14%	.	-9	-2%	4	5%[57.1 µM]
O=C(c1ccc(N2C(=O)C3CC=C(Cl)CC3C2=O)cc1)N1CCOCC1 (centres undefined)	-4%	-5%	-4%	-3%	0.9%	-4	2%	5	-10%
Cc1cc(C)cc(CC2CC(=O)N(c3cc(C)on3)C2=O)c1 (centres undefined)	3%	-5%	-9%	-5%	0.2%	-11	-1%	3	0%
O=C(NCCc1ccccc1)C(=O)NCC1(c2ccccc2)CCCC1	-3%	-2%	-3%	-14%	-1.0%	0	-1%	0	-11%
COc1ccc(Cl)cc1Nc1nc(C)cc(C)c1C(N)=O	-2%	2%	1%	-4%	-0.6%	-4	0%	2	6%[57.1 µM]
CC(=O)Nc1cc(C(=O)NCc2ccc(F)cc2)ccc1Sc1ccc(F)cc1	5%	-5%	-1%	?	?	0	-1%	3	2%[57.1 µM]
C#CCOCCOCCOCCNc1nc(N2CCN(C(=O)Cn3cc(CCCCN)nn3)CC2)nc(N2CCN(C(=O)[C@H](C)n3cc(CCC(=O)O)nn3)CC2)n1	16%	-2%	0%	-24%	.	0	3%	-4	6%
O=C(Nc1c(S(=O)(=O)c2ccccc2)csc1Br)c1ccccc1Cl	4%	-4%	10%	-5%	4.1%	-5	-1%	-1	1%[57.1 µM]
O=C(Nc1cccnc1Cl)c1cc(-c2cccc(O)c2)on1	13%	4%	2%	?	-3.4%	-7	4%	-4	1%
CS(=O)(=O)Nc1ccc(-c2nc3ccccc3s2)cc1	.	.	.	-28%	4.0%	-3	.	-16	582%[activator]
CCOC(=O)c1cc(=O)[nH]c2ccccc12	3%	-1%	3%	-7%	2.1%	2	1%	1	5%[57.1 µM]
CN(C)c1ccc(/C=C2\C=Cc3ccccc32)cc1[N+](=O)[O-]	.	2%	.	.	.	2	3%	.	-11%
COc1cc(/C=N/Nc2nncn2N)ccc1OCc1c(C)no[n+]1[O-]	21%	-2%	3%	?	-2.1%	16	-12%	-28	-10%
CCN(C[C@H]1N[C@@](C)(C(=O)OC)[C@H]2C(=O)N(C)C(=O)[C@@H]12)S(=O)(=O)c1ccc(OC)cc1	2%	-3%	1%	-23%	.	0	1%	6	-2%
Cc1cccc(C)c1NS(=O)(=O)c1ccc2c(c1)[C@H]1C=CC[C@H]1[C@@H](c1ccc(Cl)cc1)N2	-19%	-4%	2%	3%	1.7%	-3	1%	-7	0%
CC(=O)c1cccc(NC(=O)C2C(c3ccccc3)C2(Cl)Cl)c1 (centres undefined)	-3%	-5%	-17%	-25%	0.3%	1	2%	-7	2%
CN(c1ccc(OCCOc2ccccc2Cl)cc1)S(=O)(=O)c1ccccc1	4%	0%	-1%	-7%	.	-1	0%	-1	-9%
CCOC(=O)NC(=O)CSc1nnnn1-c1ccc(C)cc1	8%	-4%	.	-23%	1.5%	-2	0%	1	0%
CCc1n[nH]c(=S)n1/N=C/c1c(O)ccc2ccccc12	2%	-5%	7%	-2%	1.7%	7	-11%	2	5%[2.29 µM]

Complete entries, quoted from the list. Order of screens: mIDH1 inhibitor, GRP78 ERSR act, Vif-A3F inh, USP1-UAF1 inh, RXFP1 agonist, LDHA block, Vif-A3G inh, PI4K2A block, TrxR1 substrate
CCOC(=O)c1cc(=O)[nH]c2ccccc12 in the list: 3%, -1%, 3%, -7%, 2.1%, 2, 1%, 1, 5%[57.1 µM]
O=C(Nc1cccnc1Cl)c1cc(-c2cccc(O)c2)on1 in the list: 13%, 4%, 2%, ?, -3.4%, -7, 4%, -4, 1%
CS(=O)(=O)Nc1ccc(-c2nc3ccccc3s2)cc1 in the list: ., ., ., -28%, 4.0%, -3, ., -16, 582%[activator]
O=C(NCCc1ccccc1)C(=O)NCC1(c2ccccc2)CCCC1 in the list: -3%, -2%, -3%, -14%, -1.0%, 0, -1%, 0, -11%
CCc1n[nH]c(=S)n1/N=C/c1c(O)ccc2ccccc12 in the list: 2%, -5%, 7%, -2%, 1.7%, 7, -11%, 2, 5%[2.29 µM]

(more compounds)
SMILES	mIDH1 inhibitor	GRP78 ERSR act	Vif-A3F inh	USP1-UAF1 inh	RXFP1 agonist	LDHA block	Vif-A3G inh	PI4K2A block	TrxR1 substrate
Cc1ccc(NN2C(=O)C=CC2=O)cc1	4%	-3%	8%	-17%	-1.6%	-2	-2%	0	3%
Cc1ccc(OCC(=O)NCc2ccco2)cc1C	2%	-5%	0%	-18%	1.0%	-4	1%	-1	4%
CC1C/C(=C\c2cccnc2)C(=O)/C(=C/c2cccnc2)C1 (centres undefined)	?	-13%	2%	-25%	0.2%	0	?	-4	-5%
Cc1cc(NC(=O)CSc2nc3c(c(=O)n2CCc2ccccc2)SC(C)C3)no1 (centres undefined)	18%	-4%	-4%	-19%	-0.5%	-3	1%	1	-2%[57.1 µM]
COc1cc(/C=N/NC(=S)Nc2cccnc2)cc(OC)c1O	9%	-4%	9%	-19%	1.6%	10	0%	-2	-1%[57.1 µM]
O=C(NCCc1ccccc1)C(=O)NCC1OCCN1S(=O)(=O)c1ccccc1 (centres undefined)	4%	0%	1%	-18%	0.0%	-9	0%	-1	7%
COC(=O)N1C(=O)[C@@](c2ccccc2)(C2CCCCC2)N1C(=O)OC	-4%	0%	4%	-9%	3.8%	0	-29%	2	2%
O=C(Nc1cccc2c1CCCC2)c1ccccc1F	12%	1%	0%	-18%	-0.9%	-3	-16%	2	-6%[57.1 µM]
COc1ccc(CCCC(=O)NCCc2ccccc2)cc1	0%	0%	1%	-24%	0.2%	-3	-7%	2	3%
Cc1ccc(-n2nc3c(c2NC(=O)CCC2CCCCC2)CS(=O)C3)cc1 (centres undefined)	0%	-4%	-7%	6%	2.3%	-1	-2%	-9	14%
Cc1ccc(S(=O)(=O)c2nc(Nc3ccccc3C#N)sc2Cl)cc1	3%	1%	-6%	-20%	?	-8	-1%	1	3%
CNC(=S)NNC(=O)c1ccc(=O)n(Cc2cccc(C(F)(F)F)c2)c1	-8%	-1%	-4%	-9%	0.7%	-11	1%	0	-9%
CCc1cccc(NC(=O)COC(=O)c2c(-c3ccccc3)noc2C)c1	-9%	-5%	-3%	-15%	.	-10	-2%	1	.
CC(C)CC(=O)N(c1nnc(-c2cccnc2)s1)C1CCCC1	5%	3%	23%	-8%	1.3%	0	-6%	-1	7%
FC(F)(F)c1ccnc(Oc2ccc(C3=NCCS3)cc2)c1	14%	3%	1%	-18%	4.2%	-1	1%	-13	4%
COc1cc(CN(CC(C)C)S(=O)(=O)c2ccccc2Br)cc(OC)c1	22%	1%	-4%	-31%	.	2	2%	-6	13%
CCOC(=O)C1=C(NC#N)OC(C)=C(C)C1c1ccc(O)cc1 (centres undefined)	1%	-2%	-1%	-16%	-1.6%	4	-1%	4	-10%
O=C(COc1ccccc1)NNc1c2ccccc2nc2ccccc12	9%	-7%	1%	-14%	-0.3%	-11	-17%	-2	11%[57.1 µM]
Cc1cc(NC(=O)c2cc(-c3ccco3)on2)n(-c2ccccc2)n1	-3%	-2%	-11%	-2%	-3.4%	-7	1%	1	10%[57.1 µM]
O=C(NNc1ncnc2c1cnn2-c1ccc(F)cc1)c1cccs1	1%	5%	10%	-14%	1.4%	-10	-4%	-2	7%[57.1 µM]

Single values from above:
Vif-A3G inh with COc1cc(CN(CC(C)C)S(=O)(=O)c2ccccc2Br)cc(OC)c1 : 2%
Vif-A3F inh with CC(C)CC(=O)N(c1nnc(-c2cccnc2)s1)C1CCCC1 : 23%
USP1-UAF1 inh with Cc1ccc(OCC(=O)NCc2ccco2)cc1C : -18%
GRP78 ERSR act with CC1C/C(=C\c2cccnc2)C(=O)/C(=C/c2cccnc2)C1 (centres undefined) : -13%
GRP78 ERSR act with COc1ccc(CCCC(=O)NCCc2ccccc2)cc1 : 0%

An excerpt, so the mix of outcomes need not match the whole.
